Assay outcomes: PubChem, The Scripps Research Institute Molecular Screening Center
MITF primary: human MITF inhibition, primary screen. AlphaScreen MITF homodimerization, bead proximity signal. inhibition, % at 2.6 µM. actives 0.91% (n = 650,000). AID 1259374; in the data active = inhibition above about 50%;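 note: 0% = vehicle wells with protein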
Target sequence (O75030 whole entry, looked up): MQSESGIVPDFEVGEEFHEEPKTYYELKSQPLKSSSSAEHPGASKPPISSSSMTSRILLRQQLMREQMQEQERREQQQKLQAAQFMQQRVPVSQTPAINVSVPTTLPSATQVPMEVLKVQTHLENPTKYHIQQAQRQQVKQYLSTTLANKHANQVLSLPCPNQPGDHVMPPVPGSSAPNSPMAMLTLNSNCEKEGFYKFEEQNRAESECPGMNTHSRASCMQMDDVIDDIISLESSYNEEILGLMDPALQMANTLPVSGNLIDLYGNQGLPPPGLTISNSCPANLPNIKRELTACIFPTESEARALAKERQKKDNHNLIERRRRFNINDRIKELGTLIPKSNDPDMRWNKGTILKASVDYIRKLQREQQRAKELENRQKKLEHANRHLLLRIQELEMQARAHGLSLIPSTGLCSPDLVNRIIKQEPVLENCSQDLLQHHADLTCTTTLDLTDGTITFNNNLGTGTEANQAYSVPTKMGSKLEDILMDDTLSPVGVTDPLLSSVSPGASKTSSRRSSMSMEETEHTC
FBW7 activator: human FBW7 E3 ligase activation, primary screen; Q969H0; AlphaScreen FBW7–phospho-cyclin E peptide binding, activator screen; normalized activity (activation), % at 26.1 µM; actives 0.13% (n = 650,000); AID 1259310; in the data active = normalized activity above about 1.9%;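 note: purified mutant Fbw7 with reduced substrate affinity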
TEAD-YAP inh: TEAD-YAP interaction inhibition; HEK-TIYL cells, TEAD-Gal4/YAP UAS-luciferase luminescence; inhibition, % at 9.12 µM; actives 1.4% (n = 640,000); in the data active = inhibition above about 32%;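 note: 0% = median of test compound wells and 100% = reference inhibitor wells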
GPR151 activ: activators of human GPR151. PathHunter beta-arrestin GPR151 cells, luminescence. activation, % at 11.2 µM. actives 1% (n = 650,000); in the data active = activation above about 4.9%;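 note: 0% = median of compound wells and 100% = cells with positive control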
Target sequence (Q8TDV0 whole entry, looked up): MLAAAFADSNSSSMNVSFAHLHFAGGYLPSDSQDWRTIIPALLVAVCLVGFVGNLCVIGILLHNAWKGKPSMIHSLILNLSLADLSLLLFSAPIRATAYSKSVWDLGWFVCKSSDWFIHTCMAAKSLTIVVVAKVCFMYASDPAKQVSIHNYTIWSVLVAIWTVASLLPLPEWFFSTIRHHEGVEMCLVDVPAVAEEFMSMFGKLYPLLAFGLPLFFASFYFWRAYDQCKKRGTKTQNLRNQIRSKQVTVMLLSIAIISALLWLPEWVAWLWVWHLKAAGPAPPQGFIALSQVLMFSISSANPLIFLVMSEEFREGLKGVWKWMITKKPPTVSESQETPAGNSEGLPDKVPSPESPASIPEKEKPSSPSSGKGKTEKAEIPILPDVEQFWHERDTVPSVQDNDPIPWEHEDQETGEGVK
An asterisk follows results filed as active; & = joins results of further samples.

SMILES | MITF primary | FBW7 activator | TEAD-YAP inh | GPR151 activ
COc1cc(C(=O)NC(=S)Nc2cc(C(=O)O)ccc2C)cc(OC)c1OC | 3.9 | -0.1 | -0.4 | 1.8
Nc1nc(NCCOc2ccccc2)cc(Nc2ccc3ncccc3c2)n1 | 8.2 | 0.1 | -18.8 | 0.5
CCOc1cccc(CN2CCN(C3CCCC3)C(CCO)C2)c1 (stereo not given) | 0.8 | 0.0 | -0.4 | 2.9
O=C(CCc1ccccc1)Nc1ccccc1C(=O)Nc1ccc(C(=O)O)cc1 | -17.0 | 0.1 | -2.4 | 0.2
O=C(Nc1ccon1)c1ccccc1Br | -13.0 | -0.2 | 0.4 | 0.4
Cc1cccc(N(C(=O)c2csnn2)C(C(=O)NC(C)(C)C)c2ccco2)c1 (stereo not given) | -1.7 | 0.0 | 5.0 | 0.3
CCCCC(C(=O)O)C(C)CC(=O)NNc1ccccc1 (stereo not given) | -15.2 | 0.0 | -1.4 | -0.7
CCOc1ccc(-n2c(C)nc3cc(C(=O)NCc4ccc5c(c4)OCO5)ccc32)cc1 | -5.5 | 0.0 | -6.7 | 0.3
O=C(Cn1c2ccccc2n2ncnc12)c1ccccc1 | 8.7 | -0.1 | 11.2 | -0.8
CC(=O)N1CCSc2cc(S(=O)(=O)N3CCOCC3)ccc21 | -10.9 | -0.1 | 0.8 | -1.0

Structural class: the compounds so far containing sulfur (3)
SMILES | MITF primary | FBW7 activator | TEAD-YAP inh | GPR151 activ
COc1cc(C(=O)NC(=S)Nc2cc(C(=O)O)ccc2C)cc(OC)c1OC | 3.9 | -0.1 | -0.4 | 1.8
Cc1cccc(N(C(=O)c2csnn2)C(C(=O)NC(C)(C)C)c2ccco2)c1 (stereo not given) | -1.7 | 0.0 | 5.0 | 0.3
CC(=O)N1CCSc2cc(S(=O)(=O)N3CCOCC3)ccc21 | -10.9 | -0.1 | 0.8 | -1.0

Remaining list, next part.
SMILES | MITF primary | FBW7 activator | TEAD-YAP inh | GPR151 activ
C/C(CC(=O)Nc1ccc(Cl)c(C(F)(F)F)c1)=N\NC(N)=S | 11.5 | -0.4 | 17.6 | 1.3
COC(=O)c1ccc(OCc2cccc(F)c2)c(OC)c1 | 7.1 | 1.0 | -30.1 | 5.9*
CCC(CC)N1CCN(S(=O)(=O)c2ccc(OC)cc2)CC1 | 29.2 | -0.1 | 5.9 | 0.6
Cn1c(=O)[nH]c(=O)c2[nH]c(SCC(=O)O)nc21 | 9.0 | 0.1 | 7.0 | -0.2
Cc1cccc(Cn2cc(SCC(=O)NCc3ccco3)c3ccccc32)c1 | -4.4 | -0.1 | 36.1* | 2.8
CCOC(=O)c1cc2c(=O)n3ccccc3nc2n(C)c1=NC(=O)c1ccc(C)cc1 | 9.6 | 0.3 | -5.0 | 0.6
COc1ccc(C2CC(=O)N3C(=C2C#N)SCC3(O)c2ccc(OC)c(OC)c2)cc1 (stereo not given) | 9.8 | -0.2 | -9.0 | -0.8
COc1cccc2sc(Nc3nc4c(OC)cccc4s3)nc12 | -1.6 | 0.9 | 2.3 | -4.3
CN(C(=O)COc1ccc([N+](=O)[O-])cc1)C1CCS(=O)(=O)C1 (stereo not given) | 3.6 | 0.1 | 8.4 | 0.5
Cc1cccc(CSc2nc3ccccn3n2)c1 | -4.9 | -0.1 | -64.5 | -2.3

One compound at a time, as listed above. Screens in order: MITF primary | FBW7 activator | TEAD-YAP inh | GPR151 activ
C/C(CC(=O)Nc1ccc(Cl)c(C(F)(F)F)c1)=N\NC(N)=S in the list: 11.5 | -0.4 | 17.6 | 1.3
Cc1cccc(N(C(=O)c2csnn2)C(C(=O)NC(C)(C)C)c2ccco2)c1 (stereo not given) in the list: -1.7 | 0.0 | 5.0 | 0.3
Cc1cccc(CSc2nc3ccccn3n2)c1 in the list: -4.9 | -0.1 | -64.5 | -2.3

(further entries)
SMILES | MITF primary | FBW7 activator | TEAD-YAP inh | GPR151 activ
CCCCNCCOc1ccc(C)cc1[N+](=O)[O-] | 7.0 | 0.1 | -7.5 | 1.8
Cc1cccc(OCCOCCNCCN)c1C | 8.5 | 0.0 | 1.1 | 0.2
O=S(=O)(NCc1ccc(F)cc1)c1ccccc1F | 0.1 | -0.1 | -11.4 | -0.3
CCOC(=O)COc1ccc(Br)cc1/C=C\c1[nH]c(=O)[nH]c(=O)c1[N+](=O)[O-] | -2.1 | -0.4 | -9.4 | 3.6
COCCNC(=O)c1cccc(OC2CCN(Cc3cccc4c3OCO4)CC2)c1 | -3.7 | 0.0 | -0.2 | -0.6
O=C(COc1ccc(I)cc1)NN1C(=O)c2ccccc2C1=O | -0.9 | -0.3 | -5.4 | 1.5
O=C(NCC1CCCN(Cc2cccn2-c2cccnc2)C1)c1n[nH]c2ccccc12 (stereo not given) | -2.4 | -0.2 | -6.5 | -1.7
CCN(CC)CCN(C)Cc1cc(OC)c(OC)c(OC)c1 | -10.9 | -0.1 | -2.0 | -0.8
Cc1ccc(NC(=O)c2ccc(C(=O)Nc3ccc(C)cc3)cc2)cc1 | 0.9 | -0.1 | -8.4 | 1.5
Cc1cccc(-n2nc3c(c2NC(=O)CCc2ccccc2)CS(=O)(=O)C3)c1C | 2.6 | 0.0 | 3.5 | 0.5

Given with two lines to a compound: entries from further up
Second line of a record – MITF primary | FBW7 activator | TEAD-YAP inh | GPR151 activ
> O=S(=O)(NCc1ccc(F)cc1)c1ccccc1F
→ 0.1 | -0.1 | -11.4 | -0.3
> CCOC(=O)COc1ccc(Br)cc1/C=C\c1[nH]c(=O)[nH]c(=O)c1[N+](=O)[O-]
→ -2.1 | -0.4 | -9.4 | 3.6
> COCCNC(=O)c1cccc(OC2CCN(Cc3cccc4c3OCO4)CC2)c1
→ -3.7 | 0.0 | -0.2 | -0.6

Going on with the list:
SMILES | MITF primary | FBW7 activator | TEAD-YAP inh | GPR151 activ
CC(=N/NC(=O)c1cccnc1)/C(C)=N/O | 11.8 | 0.1 | 7.7 | 0.3
NC(=O)C1CCN(c2nc(-c3cccc(Cl)c3)c3c(n2)-c2ccccc2OC3)CC1 | 2.1 | 0.1 | -3.0 | 0.2
Cc1ccc(OCCCC(=O)Nc2sc3c(c2C(N)=O)CCC(C)C3)cc1 (stereo not given) | -4.5 | -0.1 | -3.5 | -1.9
COc1cc(C(=S)N2CCOCC2)ccc1OS(=O)(=O)c1ccccc1[N+](=O)[O-] | 12.2 | 0.0 | -4.9 | -1.1
CCCn1nnc(NC(=O)C(C)Oc2ccc(Cl)cc2Cl)n1 (stereo not given) | 6.3 | 0.1 | 6.9 | 4.9*
CCc1c(O)nc(N2CCCCC2)[nH]c1=O | -11.3 | 0.1 | -3.2 | -1.2
COc1ccc(CCNC(=O)CN(c2ccc(Cl)c(Cl)c2)S(C)(=O)=O)cc1 | -5.7 | 0.0 | 10.6 | -0.2
Cc1nc(N2CCC(C)CC2)c2c(C)c(C(=O)NCC3COc4ccccc4O3)sc2n1 (stereo not given) | -0.2 | 0.1 | -3.6 | -0.8
CC(=O)Nc1nnc(SCC(=O)c2ccc(F)cc2)s1 | -2.1 | 0.1 | -4.4 | -0.4
Cc1cc(N2C(=O)CCC2=O)ccc1NC(=O)c1cccs1 | -13.5 | -0.1 | 2.1 | -0.7
COc1ccc(CN2CCNC(=O)C2CC(=O)O)c(F)c1 (stereo not given) | 9.0 | 0.3 | 2.8 | -0.3
COc1ccc(CCNC(=O)c2cnc(Nc3ccncn3)s2)cc1 | 14.5 | 0.2 | 21.5 | -2.4
Cc1nn(CC(=O)Nc2ncc(Cl)cc2Cl)c(C)c1[N+](=O)[O-] | 1.4 | 0.1 | 9.3 | -0.5
CC1CCCCN1CC(=O)Nc1sc2c(c1C#N)CCCC2 (stereo not given) | 5.6 | -0.1 | 0.4 | -0.6
CN(C)c1nc(NN)nc(Nc2ccc(F)cc2)n1 | -1.1 | -0.8 | -2.2 | -0.5
COc1ccc2c(c1)sc1ncc(C(=O)O)c(=O)n12 | -3.8 | 0.0 | -6.7 | 1.0
CCOc1ccc(S(=O)(=O)N2c3ccccc3CC2C)cc1C (stereo not given) | 9.1 | 0.0 | 25.4 | 2.7
CCOc1ccc(C(C)=O)cc1COC(=O)c1cccnc1SC | -7.9 | -0.1 | 9.5 | -2.2
O=C(OCC(=O)N1CCCC1=O)c1ccc(S(=O)(=O)NCc2ccco2)cc1 | -1.3 | 0.3 | -3.3 | 2.1
COc1ccc(C(=O)NCCN2CCn3cc(OCc4ccccc4)c(=O)cc3C2=O)cc1 | 2.4 | -0.2 | 2.7 | 2.7
O=C(NCc1cccc(C(F)(F)F)c1)c1csc(NC2CCN(Cc3ccccc3)CC2)n1 | -0.9 | 0.1 | 11.3 | 0.3
Cc1ccc(S(=O)(=O)c2cnc(N)nc2-c2ccncc2)cc1 | 10.9 | 0.1 | -6.7 | -2.0
OC(CC#CCN1CCCCC1)(c1ccccc1)c1ccccc1 | 2.0 | -0.1 | -4.8 | 0.0
CCCCOC(=O)C1=C(C)NC(=O)NC1c1ccc(OCCC)cc1 (stereo not given) | 4.8 | 0.1 | 20.3 | -0.3
COc1ccc(C2(O)CCN(CC(=O)NC(C)(C)C)CC2C)cc1 (stereo not given) | -6.4 | -0.3 | -32.8 | -0.3
O=C(Nc1ccc2[nH]c3c(c2c1)CCCC3)c1ccco1 | 9.9 | -0.1 | -38.9 | -0.8
C=CCn1c(SCC(=O)OCC)nc(C(F)(F)F)cc1=O | -14.1 | 0.0 | -0.9 | 1.1
Clc1ccc(C(Cn2ccnc2)OCc2ccsc2Cl)c(Cl)c1 (stereo not given) | -1.7&2.6 | 0.0&0.0 | 5.3 | -0.2&0.5
Cc1ccc(S(=O)(=O)NC(C)C(=O)Nc2c(F)cccc2F)cc1 (stereo not given) | -3.6 | -0.1 | 3.8 | 0.0
CCc1nnc(SCC(=O)NC2CCCCCC2)n1-n1cccc1 | 15.2 | 0.2 | -1.7 | -1.6
CCOC(=O)N1CCc2c(sc(NC(=O)c3ccccc3[N+](=O)[O-])c2C#N)C1 | -10.3 | -0.1 | 53.4* | 1.0
CCOc1ccccc1NS(=O)(=O)c1cnc[nH]1 | -0.2 | 0.0 | -4.2 | 0.3
CS(=O)(=O)N(CC(=O)Nc1ccc(F)c(F)c1)c1ccccc1Br | 12.0 | 0.0 | 10.2 | 0.2
CCCOc1cccc(C(=O)Nc2cc(-c3nc4cc(Cl)ccc4o3)ccc2C)c1 | -0.2 | 0.0 | -0.8 | 1.1
COc1ccc(C2c3c(oc4ccc(C)cc4c3=O)C(=O)N2CCN2CCOCC2)cc1OC (stereo not given) | 13.2 | -0.1 | 5.4 | 0.7
COc1cc(OC)cc(-c2nnc(NC(=O)Cc3cccc4ccccc34)o2)c1 | 2.3 | -0.1 | -1.2 | 1.3
CS(=O)(=O)Nc1ccccc1C(=O)NCCc1ccccc1 | -4.5 | 0.0 | 6.1 | 0.2
O=C(NCc1ccccn1)c1cccc([N+](=O)[O-])c1 | -2.6 | -0.1 | 4.2 | 0.3
Cc1cc(C)nc(Sc2nc(N3CCCCC3)nc(N(c3ccccc3)c3ccccc3)n2)n1 | 3.4 | 0.1 | -7.0 | -0.2
O=C(N[C@@H]1CSC[C@H]1O)c1ccccc1 | 10.9 | 0.0 | -7.4 | 0.3

Copied from the list:
GPR151 activ result of `CCOc1ccccc1NS(=O)(=O)c1cnc[nH]1` = 0.3
TEAD-YAP inh result of `COc1ccc(C2c3c(oc4ccc(C)cc4c3=O)C(=O)N2CCN2CCOCC2)cc1OC` (stereo not given) = 5.4
GPR151 activ result of `CCCOc1cccc(C(=O)Nc2cc(-c3nc4cc(Cl)ccc4o3)ccc2C)c1` = 1.1
GPR151 activ result of `O=C(N[C@@H]1CSC[C@H]1O)c1ccccc1` = 0.3

New compounds follow.
SMILES | MITF primary | FBW7 activator | TEAD-YAP inh | GPR151 activ
COc1cccc(C2=NC(C(C)C)NC(c3cc(Cl)ccc3O)C2)c1 (stereo not given) | -9.2 | 0.0 | 5.3 | 1.0
Cc1cc(NC(=O)CSc2nc3ccsc3c(=O)n2CCC(=O)O)n[nH]1 | 10.6 | -0.2 | 11.6 | 0.4
CCN(Cc1ccccc1)CN1C(=O)C2(OCCCO2)c2ccccc21 | -2.9 | 0.0 | -1.7 | 1.3
O=C(Nc1cc(-c2nc3ncccc3o2)ccc1Cl)c1ccc(OCc2ccccc2)cc1 | 14.2 | 0.0 | -8.9 | -0.7
Cc1ccc(C(=O)Nc2c3c(nn2-c2cccc(Cl)c2)CSC3)cc1C | 12.4 | 0.7 | -5.7 | 1.1
CC(=O)Oc1ccc2c(=O)c(Oc3ccc(I)cc3)coc2c1 | 14.8 | 0.1 | -5.2 | -0.9
O=S(=O)(c1cc(F)ccc1F)N1CCC(c2nc3ccccc3[nH]2)CC1 | -6.1 | 0.0 | 7.4 | -0.9
COC(=O)c1nn(-c2ccc(C)c(C)c2)cc1O | -0.7 | -0.1 | 53.9* | -5.9
O=C(Nc1ccc(F)c([N+](=O)[O-])c1)C1CC1 | -1.2 | 0.1 | 0.3 | 1.0
Cn1nc(C(=O)NC2CCCCC2)c2ccccc2c1=O | 8.6 | 0.1 | -2.0 | 2.2
CCCCC(c1nnnn1C1CCCC1)N1CCN(C)CC1 (stereo not given) | 1.8 | 0.0 | 6.7 | 1.0
COc1ccc(/C=C/C(=O)N2CCN(c3ccccn3)CC2)c2ccccc12 | -3.8 | -0.1 | -0.8 | -0.8
Cc1c(NC(=O)Nc2ccc(C(C)C)cc2)c(=O)n(-c2ccccc2)n1C | -0.8 | -0.1 | 7.4 | 0.5
